High-throughput results: PubChem, several laboratories
Shn3 3UTR inh – reduction of Shn3 3'UTR firefly luciferase signal, primary screen, Schnurri-3 inhibitor project, cell-based, Clone20 osteoblasts, set 2; Clone20 osteoblast Shn3 3'UTR firefly luciferase, 24 h; inhibition, % at 12.5 µM; hit rate 0.52% among 360,000; AID 588674, 2011;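 active = mean inhibition of at least 75% with every replicate also reaching 75%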;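 note: 0% = median of neutral control wells and 100% = pilot-screen positive control compound; some compounds past the cut are filed as inactive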
NR2E3 ag-1 – NR2E3 agonists in two-hybrid cells, primary screen, cell-based, luminescence, CHO-S, Gal4-NCOR/VP16-NR2E3; inhibition of corepressor binding, % at 3.98 µM; luciferase; AID 602229, 2012; hit rate 0.35% among 360,000;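 active = inhibition above the mean of all tested compounds plus 3 SD, cut at about 70% in these data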;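 note: 0% = DMSO with NR2E3 transfected cells and 100% = cells lacking NR2E3 construct; higher means lower luciferase signal from less NR2E3 corepressor binding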
Target sequence (Q9Y5X4 whole entry, looked up, the tested form may be a part): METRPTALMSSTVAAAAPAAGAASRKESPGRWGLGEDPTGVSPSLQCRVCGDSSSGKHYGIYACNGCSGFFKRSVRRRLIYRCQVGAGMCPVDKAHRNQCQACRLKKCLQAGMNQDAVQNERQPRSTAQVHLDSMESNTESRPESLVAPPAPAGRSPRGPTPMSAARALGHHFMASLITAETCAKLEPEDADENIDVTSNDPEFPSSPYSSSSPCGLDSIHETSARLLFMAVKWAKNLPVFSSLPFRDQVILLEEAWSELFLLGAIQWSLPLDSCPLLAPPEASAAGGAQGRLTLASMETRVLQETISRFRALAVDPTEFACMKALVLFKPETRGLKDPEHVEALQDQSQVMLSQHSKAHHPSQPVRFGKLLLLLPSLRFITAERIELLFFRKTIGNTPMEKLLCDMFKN
HIF-2a inh – HIF-2a reporter inhibitors, primary screen, luminescence, 786-0 RCC cells; hit rate 0.72% among 360,000; inhibition, % at 18.8 µM; 786-0 RCC cells HIF-2a reporter, luciferase luminescence, overnight;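 active = inhibition of the luminescence signal of 40% or more relative to plate controls, in a single-dose primary screen at 18.75 µM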
MITF TRPM1 inh – inhibitors of MITF-dependent TRPM1 promoter reporter, primary screen, cell-based, SK-MEL-5, single point, luciferase; SK-MEL-5 TRPM1 promoter luciferase, 24 h; hit rate 0.83% among 330,000; inhibition, % at 12.5 µM;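 active = mean inhibition across replicates of 60% or more, whatever share of single replicates reaches that level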; note: values of inactives mirror those of a sister screen read the other way
KKLEB tox – cytotoxicity in KKLEB CF airway cells, primary screen, cytotoxicity control for CF NF-kB inhibitor project, cell-based, uHTS, fluorescence assay plates; hit rate 0.36% among 360,000; KKLEB CF airway cells viability, ATPlite luminescence, overnight; hits give low values; cells stimulated with P. aeruginosa culture filtrate; AID 602141, 2011; activity change (cytotoxicity), % at 5 µM;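 active = corrected activity change at or below -50% at 5 µM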
CaV13 ICDI inh – Disruptors of the CACNA1D IQ motif to Ca2+-dependent inactivation inhibitor domain association, primary screening, Förster resonance energy transfer in intact living …; HEK cells, CFP/YFP FRET ICDI-IQ, plate reader, 10 min; percent FRET-ratio fall versus neutral wells; inhibition, % at 12.3 µM; hit rate 0.098% among 340,000; AID 743397;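 active = mean replicate inhibition of at least 30% and at least 1% of replicates passing that level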;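 note: 0% = median of the neutral control wells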
PDI turbidity – inhibitors of human PDI, primary screen, biochemical, turbidity, single point, plate reader | PDI insulin aggregation turbidity, A650, 90 min | inhibition, % at 10 µM | hit rate 0.052% among 350,000 | AID 588391, 2011;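 active = mean inhibition across replicates of 30% or more, whatever share of single replicates reach that level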;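 note: absorbance from insulin aggregation driven by PDI reduction with DTT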
Target sequence (P07237 whole entry, looked up): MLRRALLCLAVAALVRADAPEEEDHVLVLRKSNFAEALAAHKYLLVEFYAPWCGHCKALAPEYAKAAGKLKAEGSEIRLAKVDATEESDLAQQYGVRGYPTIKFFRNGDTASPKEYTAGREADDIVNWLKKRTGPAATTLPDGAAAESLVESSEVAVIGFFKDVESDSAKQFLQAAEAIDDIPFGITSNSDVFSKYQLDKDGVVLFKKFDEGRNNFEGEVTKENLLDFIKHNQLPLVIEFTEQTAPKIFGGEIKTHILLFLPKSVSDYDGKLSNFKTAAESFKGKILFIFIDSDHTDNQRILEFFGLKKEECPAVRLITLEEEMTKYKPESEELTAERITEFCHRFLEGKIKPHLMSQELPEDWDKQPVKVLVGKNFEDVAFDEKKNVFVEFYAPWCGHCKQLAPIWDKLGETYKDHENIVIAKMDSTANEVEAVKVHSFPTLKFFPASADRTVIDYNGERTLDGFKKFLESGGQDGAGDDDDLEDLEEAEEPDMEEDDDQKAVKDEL
Vif imaging – HIV Vif self-association inhibitors, primary screen, imaging, HEK293T, single point; hit rate 0.35% among 340,000; inhibition, % at 7.49 µM; HEK293T cells, Vif self-association by quenched fluorescence, 24 h; in the data active = inhibition above about 50%, passing the limit was not always enough; note: some results filed as inactive read as strong as hits
NR2E3 ag-2 – inhibitors of NR2E3-RetCOR corepressor binding, primary screen, NR2E3 agonist project, biochemical, TR-FRET, GST-NR2E3, biotin-RetCOR; Photoreceptor-specific nuclear receptor (Homo sapiens), Q9Y5X4; 1536-well; inhibition of corepressor binding, % at 4.78 µM; hit rate 0.12% among 320,000; AID 2300, 2010;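 active = percent inhibition above the cutoff of mean plus 3 SD of all tested compounds, set per screening campaign, cut at about 20% in these data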;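 note: 0% = DMSO wells and 100% = biotin wells as full block of FRET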
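system = GST-tagged NR2E3 plus biotinylated RetCOR corepressor | input = 1.35 nM GST-NR2E3 | also added = 7 nM biotin-RetCOR | schedule = 5 h incubation at 4 °C | measured by = TR-FRET with europium anti-GST and streptavidin-D2, 340 nm excitation | read-out = percent loss of FRET ratio relative to control wells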
CF NFkB inh – inhibitors of PAF-induced NF-kB signaling, primary screen, cell-based, GFP fluorescence, uHTS. KKLEB NF-kB-GFP reporter, GFP fluorescence overnight. inhibition, % at 5 µM. hit rate 0.86% among 360,000. AID 588850, 2011;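 active = at least 50% inhibition at 5 µM, scaled per plate between neutral and stimulator controls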;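 note: PAF is a Pseudomonas aeruginosa culture filtrate used as stimulus; plate controls were PAF-stimulated DMSO wells for no effect and unstimulated DMSO wells for full effect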
Peg3 prom inh – Peg3 promoter-driven luciferase inhibitors, primary screen, cell-based, HeLa, luciferase luminescence; inhibition, % at 20 µM; hit rate 1.7% among 360,000; HeLa PEG-Prom luciferase reporter, overnight; AID 588405, 2011;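 active = inhibition of at least 50% at 20 µM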
Active calls of the source: *; . = not tested or not shown.

SMILES	Shn3 3UTR inh	NR2E3 ag-1	HIF-2a inh	MITF TRPM1 inh	KKLEB tox	CaV13 ICDI inh	PDI turbidity	Vif imaging	NR2E3 ag-2	CF NFkB inh	Peg3 prom inh
O=C(Nc1cccc(Cl)c1)c1nc[nH]c1C(=O)NCCCCNC(=O)c1[nH]cnc1C(=O)Nc1cccc(Cl)c1	4.0	-3.9	-0.8	9.4	-5.6	-10.0	-5.2	21.6	.	-16.8	6.8
O=C(Nc1cccc(-c2nc3ccccc3[nH]2)c1)c1ccco1	-30.4	-17.0	-47.3	-32.9	-0.3	-4.1	-7.6	-6.5	2.8	-15.8	-38.4
Clc1ccc2c(NNc3ccccc3Cl)ccnc2c1	-15.4	-5.9	-10.8	5.5	-3.3	-4.1	6.8	4.4	-0.1	3.9	-17.6
CCOC(=O)c1ccc(CC2S/C(=C(\C#N)C(C)=O)NC2=O)cc1 (stereo unspecified)	-22.1	-25.1	-41.6	-1.3	0.7	-5.7	-6.5	2.5	-0.3	-0.3	-2.6
CCOCCCn1c(=S)[nH]c2cc(C(=O)N3CCN(C4CCCCC4)CC3)ccc2c1=O	14.0	-5.2	14.5	2.6	-6.3	-6.7	2.5	-1.1	-6.2	-4.7	17.6
COc1ccc(CNC(=O)C/C(C)=N/NC(=O)c2ccc(OC)cc2OC)cc1	-4.5	-8.5	-7.1	.	1.3	-3.7	-3.5	-1.1	-7.9	13.2	-6.8
CCn1cc([N+](=O)[O-])c(C(=O)NCc2ccc(Cl)cc2)n1	-11.3	9.2	6.6	-11.3	4.0	-4.7	-0.7	4.4	3.9	-11.5	-14.4
C=CCN(C#N)c1nc(OC)nc(N2CCCC2)n1	10.2	-6.0	-1.6	-2.8	5.2	-4.8	-2.9	10.3	-1.9	11.8	7.3
CCn1nnc2cc(C(=O)O)ccc21	2.5	-0.9	4.6	-2.4	7.3	-15.5	6.4	5.4	0.7	-0.5	5.5
CCn1c(SCC(=O)N2CCCCC2)nc(O)cc1=O	-21.7	3.4	15.0	-0.6	3.3	.	-8.2	-6.5	-0.7	-11.9	12.8
Cc1occc1C(=O)NN=C1C2CC3CC(C2)CC1C3	-1.4	-109.1	-32.2	0.5	-10.5	-5.4	-22.2	-2.2	-2.7	-2.2	14.1
CCN(CCNC(=O)CC1Oc2ccccc2NC1=O)c1ccccc1 (stereo unspecified)	-3.4	-7.4	4.0	2.1	2.3	14.7	3.6	-2.0	4.7	-7.8	5.5
NS(=O)(=O)c1ccc(CCNS(=O)(=O)c2ccc(Cl)cc2)cc1	2.2	-4.0	9.3	6.4	-0.3	-2.1	-4.0	.	-0.3	6.4	22.2
C=CCN1C(c2ccccc2)=CS/C1=C(/C#N)c1nnc(N2CCOCC2)n1-c1ccccc1	1.2	14.1	19.3	4.1	2.4	-18.1	4.3	5.8	3.3	-13.1	38.3
CC(=O)c1cccc(NC(=O)C2CC(=O)N(Cc3ccccc3)C2)c1 (stereo unspecified)	11.6	-11.0	15.1	5.3	9.3	.	2.6	.	0.4	-5.0	9.7

Reprinted from the part before: 4 compounds, followed by the next part.
SMILES	Shn3 3UTR inh	NR2E3 ag-1	HIF-2a inh	MITF TRPM1 inh	KKLEB tox	CaV13 ICDI inh	PDI turbidity	Vif imaging	NR2E3 ag-2	CF NFkB inh	Peg3 prom inh
CCN(CCNC(=O)CC1Oc2ccccc2NC1=O)c1ccccc1 (stereo unspecified)	-3.4	-7.4	4.0	2.1	2.3	14.7	3.6	-2.0	4.7	-7.8	5.5
NS(=O)(=O)c1ccc(CCNS(=O)(=O)c2ccc(Cl)cc2)cc1	2.2	-4.0	9.3	6.4	-0.3	-2.1	-4.0	.	-0.3	6.4	22.2
C=CCN1C(c2ccccc2)=CS/C1=C(/C#N)c1nnc(N2CCOCC2)n1-c1ccccc1	1.2	14.1	19.3	4.1	2.4	-18.1	4.3	5.8	3.3	-13.1	38.3
CC(=O)c1cccc(NC(=O)C2CC(=O)N(Cc3ccccc3)C2)c1 (stereo unspecified)	11.6	-11.0	15.1	5.3	9.3	.	2.6	.	0.4	-5.0	9.7
COc1ccc2c(C)cc(SCC(=O)Nc3cccnc3Cl)nc2c1	21.1	-0.6	17.6	14.0	-41.1	-1.6	13.9	6.5	-1.8	16.1	14.1
O=C(CSc1nnc(-c2ccncc2)n1Cc1ccco1)N1c2ccccc2Sc2ccc(Cl)cc21	15.9	17.7	27.3	8.8	7.0	.	-5.5	-23.1	-1.7	7.3	30.6
COC(=O)CSc1nnc(-c2ccco2)n1Cc1ccco1	5.2	-6.6	11.3	17.8	-0.2	.	1.3	.	2.3	9.1	-0.9
CCc1nc2ccc(C(=O)NCCN3CCOCC3)cn2c1N(CC)CCOC	-1.4	4.4	2.4	.	7.7	-7.0	-3.2	15.1	.	-8.2	-11.7
O=C(CC(=O)c1ccccc1)Nc1ccc2c(c1)OCCO2	-49.3	-138.9	-193.9	-63.9	7.8	-0.7	3.0	-7.6	2.7	-5.1	-244.5
CC(C)N(Cc1ccccc1)C(=O)COC(=O)c1ccccc1SCC(=O)N1CCCC1	-6.0	17.4	11.8	6.1	-22.9	-6.5	4.4	-3.3	0.6	16.2	40.1
CC(C)OC(=O)c1c(NC(=O)c2cnn3c2NC(c2ccccc2)CC3C(F)(F)F)sc2c1CCCC2 (stereo unspecified)	15.2	-37.3	13.5	1.0	4.4	-3.7	3.2	20.1	-0.3	5.9	12.8
COc1ccc(/C=C/C(=O)O/N=C(\N)c2ccccc2)cc1OC	-87.9	-104.7	-227.9	-39.1	4.6	-5.9	3.1	-6.0	-4.9	-4.5	-307.8
Cc1cc(C)n(-c2nc3c(c(=O)[nH]c(=O)n3C)n2Cc2ccccc2)n1	4.2	0.7	16.0	-0.4	-5.6	.	-3.3	-4.9	4.4	9.6	-4.8
OCCN(CC#CCn1c2ccccc2c2ccccc21)CCO	8.8	-0.9	-2.2	-4.9	-9.2	5.3	0.2	35.1	1.5	16.0	-1.9
O=C(c1ccco1)N1CCN(C(=O)c2cc(-c3ccc(F)cc3)no2)CC1	5.3	0.4	-3.1	14.2	5.0	-13.6	-7.6	-4.0	-0.1	10.4	7.9
O=C(CSc1nccn1Cc1ccccc1)NC1CCCC1	8.2	-9.7	-3.8	-0.8	1.9	-2.8	0.4	-2.0	1.7	-14.5	-11.8
CN1OC[C@@H]2CN(Cc3cc(Cl)cc(Cl)c3)[C@H](c3cccc(Br)c3)C[C@@H]21	-7.8	-23.2	16.9	0.8	5.0	-6.0	-5.4	-8.0	.	6.3	24.4
CC(C)NC(=O)C1(C)CCN1C(=O)c1cccc(Cl)c1 (stereo unspecified)	1.7	-11.8	9.5	.	-6.9	-6.2	2.5	5.7	.	-8.6	0.6
Cc1ccc(NC(=O)/C=C\C(=O)O)c([N+](=O)[O-])c1	7.6	3.9	3.0	0.3	-2.0	-9.8	-3.4	-3.1	-0.9	-15.1	9.3
COc1ccc(C2CCN(CC(=O)N(C)C)CC2O)cc1 (stereo unspecified)	0.2	-13.5	18.1	-0.9	-5.9	5.5	-3.9	-2.6	0.0	3.2	-8.4
Cc1cc(C)cc(C(=O)NCC(=O)OCC(=O)Nc2ccc(C)cc2Br)c1	-2.5	-20.8	7.3	9.9	-14.5	-2.5	7.0	-5.3	-0.1	11.4	6.7
Cc1c(Cl)cccc1NC(=S)N1CCOCC1	9.3	-23.6	11.3	-9.7	-0.9	-4.5	-5.9	3.7	2.6	9.8	7.0
COc1ccccc1N1CCN(C(=O)c2ccncc2)CC1	-13.8	5.3	8.2	6.2	3.2	-5.1	-1.4	6.5	1.3	-14.0	6.5
O=C(Nc1ccc2c(c1)OCCO2)c1cncc(Br)c1	-15.5	-121.1	-104.2	-20.7	-7.8	-5.5	2.4	-6.5	-1.2	14.5	-175.4
C1=C\CCC2(OCCO2)C2(CC/1)OCCO2	11.3	6.7	14.6	.	-0.6	-5.5	-8.8	5.9	.	6.1	12.7
Cc1nn(C)c(C)c1NC(=O)c1ccc(Br)o1	10.1	15.8	17.8	17.3	11.0	-16.0	17.3	-1.2	1.9	-13.4	-6.5
CCCCCC(/C=N/Nc1ccc(S(=O)(=O)N2CCOCC2)cc1[N+](=O)[O-])=C\c1ccccc1	1.6	-32.1	16.2	9.0	6.2	-3.9	-18.0	-11.9	0.7	-12.6	-4.9
Cc1nnc(SCCN2C(=O)c3ccccc3C2=O)nc1C	2.2	-19.8	5.6	3.1	3.6	-6.3	-3.4	-3.9	0.7	7.1	-17.8
CCc1cccc(CC)c1NC(=S)Nc1ccccc1	-20.7	0.0	-2.9	-12.8	-9.6	-2.7	-4.1	-6.6	4.9	16.1	7.1
COc1cccc(C(=O)NC2CCCN(C3Cc4ccccc4C3)C2)c1OC (stereo unspecified)	9.1	-7.1	14.0	8.3	-6.1	-2.5	-14.0	-1.9	0.1	-11.0	-6.4
COc1ccc([N+](=O)[O-])cc1N(CC(=O)Nc1ccccc1C(=O)N1CCCC1)S(C)(=O)=O	71.3	6.8	10.4	-3.0	-4.7	-2.2	2.4	-5.7	3.9	7.7	8.7
O=C(C1CCN(S(=O)(=O)N2CCC3(CC2)OCCO3)CC1)N1CCc2ccccc2C1	13.0	-19.2	1.8	-0.9	-5.4	-7.0	-3.3	-3.7	1.6	-0.9	18.6
CCCS(=O)(=O)Nc1cccc(-c2cn3c(n2)SCC3)c1	-4.1	-3.7	9.1	11.2	6.6	-16.6	0.9	2.3	1.3	-18.7	4.4
Cc1ccc(S(=O)(=O)N2CCN(C(=O)CCC(=O)NCc3ccc(F)cc3)CC2)cc1	0.1	17.6	3.6	-6.9	10.8	-8.8	5.7	-1.5	-1.3	-4.7	10.6
Cc1cc(C)n(Cc2n[nH]c(=S)n2Cc2ccccc2)n1	0.1	-14.7	15.3	-11.5	-2.6	.	2.2	-0.5	-2.8	13.4	24.4
COC(=O)c1cc(=O)nc2sccn12	-15.9	23.9	3.0	-2.3	5.9	-2.2	0.8	.	2.2	8.9	11.2
CC1(C(=O)NS(=O)(=O)c2cccc(Cl)c2)CCN1C(=O)COc1ccc(Cl)cc1 (stereo unspecified)	-8.3	-6.1	6.9	.	4.4	-4.1	1.6	0.6	.	7.7	-0.7
Cc1cccc(C)c1NC(=S)N(Cc1ccccc1)Cc1cccnc1	-3.5	-11.7	16.0	-1.0	-3.6	-6.2	-4.2	0.2	3.3	-36.3	14.0
